High-throughput results: PubChem BioAssay, several laboratories
NOD1 inhibition = inhibition of NOD1-driven NF-kB reporter – cell-based, luminescence, uHTS, primary screen (AID 1578). 290,000 compounds, 1% hits. NOD1-driven NF-kB luciferase reporter cells, luminescence; higher % means a stronger effect. inhibition, % at 4 µM, or EC50 in µM where a hit was titrated; in the data active = inhibition mostly above about 36%, no sharp cut-off; inactive = mostly below about 34%;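 also: HEK-293T reporter cells stimulated with the NOD1 agonist gamma-tri-DAP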
KOR beta-arrestin-1 = kappa opioid receptor activators – cell-based, luminescence, uHTS, primary screen (AID 1777) | activation, % at 10 µM; hits with a dose series show EC50 in µM | 280,000 compounds, 0.02% hits | KOR beta-arrestin recruitment, luminescence; higher % means a stronger effect; in the data active = activation above about 50%, passing the limit was not always enough; also: a part of the inactive calls stands beside numbers as strong as those of hits
West Nile virus CPE = inhibition of WNV-induced cytopathic effect – cell-based, CPE readout (AID 1621). West Nile virus-infected cells, CPE inhibition; higher % means a stronger effect. 290,000 compounds, 0.02% hits. CPE inhibition, % at 10 µM; hits with a dose series show IC50 in µM; in the data active = a potency from the dose series; inconclusive = CPE inhibition mostly from about 3.7% at the one dose, without a potency; inactive = the rest, 99 in 100 with CPE inhibition below about 2.2%; also: strong numbers were not always called active
GPR55 beta-arrestin = GPR55 agonists via beta-arrestin recruitment, primary screen, imaging, U2OS cells, beta-arrestin-GFP redistribution (AID 1961); U2OS GPR55 beta-arrestin-GFP redistribution imaging; higher % means a stronger effect; activation, % at 10 µM; hits with a dose series show EC50 in µM; 290,000 compounds, 0.048% hits;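 active = activation above 40% with more than 50 cells counted in the well; inconclusive = wells holding fewer than 50 cells, flagged as toxic or sparse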;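 also: U2OS osteosarcoma cells stably expressing GPR55 and beta-arrestin-GFP; plate controls were DMSO negative control for no effect and LPI positive control for full effect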
GPR55 antagonists = GPR55 antagonists blocking LPI-driven arrestin recruitment, primary screen, imaging, U2OS, beta-arrestin-GFP, LPI agonist (AID 2013); inhibition, % at 10 µM; hits with a dose series show IC50 in µM; U2OS GPR55 beta-arrestin-GFP translocation imaging, LPI antagonism; higher % means a stronger effect; 290,000 compounds, 0.13% hits;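 active = spots per cell inhibited over 60%, with over 100 cells counted and total cytoplasm intensity under 500,000; inconclusive = wells with under 100 cells, flagged as likely toxic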;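 also: U2OS cells stably carrying GPR55 and arrestin-GFP stimulated by 5 µM LPI near EC80; imaged beta-arrestin-GFP aggregate spots per cell after agonist stimulation; plate controls were LPI-stimulated DMSO wells for no effect and DMSO wells without LPI for full effect; some results filed as inactive read as strong as hits; confirmed hits need IC50 under 10 µM and bright autofluorescent wells are also inconclusive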
NS5 inhibitors = Dengue-2 NS5 methyltransferase inhibitors, primary screen, biochemical, confirmation dose response (AID 588689); Dengue-2 NS5 methyltransferase capping enzyme assay, biochemical; higher % means a stronger effect; inhibition, % at 25 µM; hits with a dose series show IC50 in µM; 340,000 compounds, 0.3% hits; in the data active = a potency from the dose series; inconclusive = inhibition above about 29% without an active follow-up result
HIV peptide binding = inhibitors of HIV fusion peptide binding, primary screen, biochemical, uHTS, fluorescence dequenching (AID 1986); cell-free peptide binding, fluorescence dequenching, 30 min; higher % means a stronger effect; one-dose inhibition, % at 20 µM; IC50 in µM for titrated hits; 290,000 compounds, 0.3% hits; in the data active = inhibition mostly above about 52%, no sharp cut-off; inactive = mostly below about 76%; also: some results filed as inactive read as strong as hits
KOR beta-arrestin-2 = KOR antagonists, beta-arrestin recruitment, cell-based, luminescence, uHTS (AID 1778). KOR beta-arrestin recruitment, luminescence, antagonist mode; higher % means a stronger effect. one-dose inhibition, % at 10 µM; IC50 in µM for titrated hits. 290,000 compounds, 0.091% hits; in the data active = inhibition above about 50%; also: strong numbers were not always called active
GPR35 antagonists = GPR35 antagonists blocking zaprinast-driven arrestin recruitment, primary screen, imaging, U2OS, beta-arrestin-GFP, zaprinast agonist (AID 2058); one-dose inhibition, % at 10 µM; IC50 in µM for titrated hits; 290,000 compounds, 0.052% hits; U2OS GPR35 beta-arrestin-GFP translocation imaging, zaprinast antagonism; higher % means a stronger effect;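 active = inhibition of at least 50% with at least 30 cells and total cytoplasm GFP at most 10,000,000; inconclusive = under 30 cells or total GFP of 10,000,000 plus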
* hit, by the source's call; ? = inconclusive; nt = no result given; [ ] = dose if it differs, or a comment.

smiles | GPR35 antagonists | KOR beta-arrestin-1 | KOR beta-arrestin-2 | GPR55 beta-arrestin | NOD1 inhibition | HIV peptide binding | West Nile virus CPE | NS5 inhibitors | GPR55 antagonists
O=C(Oc1ccc(OC(=O)N2CCCCC2)cc1)c1ccccc1 | -6.5% | 9.2% | -7.7% | -0.3% | -26.6% | 9.5% | 1.3% | -1.0% | 10.4%
CC(C)NC(=S)NC(=O)c1ccc(Cl)cc1Cl | 2.0% | 5.2% | -10.8% | 0.3% | -27.7% | -1.2% | -1.2% | -5.8% | 6.5%
COc1ccc(Oc2coc3c(CN(C)C)c(O)ccc3c2=O)cc1 | -16.0% | 4.9% | 11.3% | -0.1% | nt | 1.2% | 1.9% | -2.2% | 0.8%
O=C(CNC(=O)N1CC(=O)Nc2ccccc21)NCCc1cccc(F)c1 | -5.2% | 1.9% | -10.5% | -0.1% | -3.8% | 0.6% | 0.5% | -5.3% | -8.3%
CC1Sc2ccc(S(=O)(=O)CCC(=O)NC3CCCCCC3)cc2NC1=O (centres undefined) | 3.1% | -6.7% | -22.2% | -0.2% | -16.1% | -0.7% | -0.3% | -3.7% | 11.3%
COc1ccc(S(=O)(=O)N2CCOCC2)cc1NC(=O)CSc1ncnc2ccccc12 | -19.5% | 1.0% | -2.5% | 0.0% | 2.9% | 1.0% | 0.8% | -2.4% | 0.0%
Cn1cc(/C=C/C(=O)c2ccccc2)c2ccccc21 | 12.1% | 0.7% | 23.6% | 0.4% | 2.1% | 1.8% | 0.2% | -18.5% | 9.1%
Cc1nc2cc(Nc3nnc(-c4ccccc4)c4ccccc34)ccc2n1C | 3.5% | 9.4% | -13.9% | 0.2% | -103.2% | -2.1% | -0.1% | -2.0% | 21.0%
COc1ccc(NS(=O)(=O)c2ccc(NC(=O)C(C)(C(F)(F)F)C(F)(F)F)cc2)nn1 | 6.4% | 0.6% | -31.4% | 0.5% | -3.6% | -2.5% | 0.2% | 6.4% | 3.3%
CC1CCCCN1S(=O)(=O)c1ccc(S(=O)(=O)N2CCN(c3ccc(F)cc3)CC2)cc1 (centres undefined) | -0.9% | -3.5% | -34.6% | -0.2% | -82.1% | 13.7% | -0.4% | 0.0% | -22.0%
COc1ccc(-n2c(-c3ccc(Cl)cc3)c[nH]c2=S)cc1 | -11.7% | 8.0% | -13.5% | -0.1% | -13.3% | -1.3% | 0.1% | -15.9% | -10.7%
CCOC(=O)c1c(S(=O)(=O)NCC(=O)NCc2cccc(C)c2)c(C)n(C)c1C | -8.9% | 3.2% | 14.8% | 0.2% | -16.6% | 1.5% | -0.6% | -6.9% | 11.0%
CCN(CCn1cccn1)Cc1ccccc1OCC(O)CN1CCc2ccccc2C1 (centres undefined) | 3.7% | 2.2% | -22.7% | -0.3% | -9.9% | -0.9% | -0.9% | -12.4% | -3.1%
O=C(CSc1ncnc2sc3c(c12)CCC3)NCC1CCCO1 (centres undefined) | -2.7% | 5.2% | -1.3% | 0.0% | -15.0% | -0.6% | 0.0% | -0.7% | 6.0%
Cc1ccc2nc3cc([N+](=O)[O-])cc([N+](=O)[O-])c3cc2c1 | -5.0% | -4.7% | 33.3% | 0.0% | 45.7% | 4.2% | -1.9% | 9.85µM* | 10.0%
C/[N+]([O-])=C\C1C(=O)CC(C)(C)CC1=O | -7.3% | -4.4% | -7.2% | 0.0% | -30.0% | -1.8% | -0.1% | -2.9% | -14.8%
O=C1c2ccccc2-c2onc3ccc(N4CCCC4)c1c23 | -16.7% | 0.4% | -8.3% | -0.3% | 6.0% | 144.8% | -0.5% | ? | -8.4%
CN1CCC(CNC(=O)Nc2csc3ccccc23)CC1 | -5.1% | -0.2% | -33.6% | -0.1% | -6.2% | 3.3% | 1.0% | nt | 2.0%
C[C@]12CC[C@@H]3c4ccc(O)cc4C(=O)C[C@H]3[C@@H]1CC[C@@H]2O | -7.8% | 0.1% | -11.2% | -0.5% | -6.4% | 0.1% | nt | -35.9% | -0.9%
COc1ccc(Nc2cc(C(=O)N3CCc4ccccc4C3)c3ccccc3n2)c(OC)c1 | 0.5% | -1.5% | 6.0% | -0.5% | 1.5% | -3.1% | -1.3% | 7.1% | 26.5%
O=C(O)c1ccc(CNC(=O)c2ccc(Br)o2)cc1 | 1.6% | nt | -9.2% | -0.1% | -21.5% | 3.6% | 0.1% | 1.6% | 5.0%
O=C(c1ccc(Cl)c(Cl)c1)N1CCC(=O)N(C(COCc2ccccc2)Cc2ccccc2)CC1 (centres undefined) | -5.5% | 0.1% | 2.2% | -0.3% | -13.3% | -0.5% | -0.9% | -2.8% | 14.4%
CC(C)CC(C(=O)OCC(=O)c1c(N)n(C)c(=O)n(C)c1=O)N1C(=O)C2CC=CCC2C1=O (centres undefined) | -7.8% | 42.7% | -0.9% | 0.0% | -25.7% | -0.5% | -0.3% | -6.7% | -8.8%
Cc1cccc(C)c1NC(=O)c1nc(S(=O)(=O)Cc2ccccc2)ncc1Cl | 14.8% | -4.9% | 21.2% | -0.1% | 38.6% | -1.0% | 1.9% | -52.7% | 14.8%
O=C(CCSc1nnc(-c2ccncc2)o1)Nc1ccc(F)cc1 | 5.5% | -5.7% | -4.6% | 0.2% | 12.7% | -3.4% | -0.6% | -3.2% | 3.2%
OC(COCc1cccs1)CN1CCCCCC1 (centres undefined) | 43.5% | -9.3% | 8.4% | 0.3% | 6.1% | 0.0% | 0.0% | 2.7% | -2.3%
CCOC(=O)C1CCCN(C(=O)CCc2nnc(-c3ccc(C(C)=O)s3)o2)C1 (centres undefined) | -0.4% | -0.6% | 1.1% | -0.2% | -12.8% | -1.9% | -0.8% | -0.9% | -3.2%
N/C(Cn1nnc(-c2ccccc2)n1)=N\O | 2.2% | -3.4% | 29.7% | -0.1% | -27.7% | -1.5% | 0.4% | -6.8% | 11.5%
COc1ccc(N(CC(=O)NC(C)c2ccccc2)S(=O)(=O)c2ccc(C)cc2)cc1 (centres undefined) | -11.9% | -1.1% | 11.0% | 0.0% | -7.9% | -0.3% | -1.5% | -4.8% | 6.2%
N#CC1=C(N)NC(SCC(=O)Nc2ccccc2)=C(C#N)C12CCCCC2 | 14.5% | -2.7% | -0.1% | 0.1% | -9.7% | 5.9% | -0.5% | -7.0% | 4.5%

An excerpt of these results, with values under each structure:
Order of values – GPR35 antagonists | KOR beta-arrestin-1 | KOR beta-arrestin-2 | GPR55 beta-arrestin | NOD1 inhibition | HIV peptide binding | West Nile virus CPE | NS5 inhibitors | GPR55 antagonists
- COc1ccc(-n2c(-c3ccc(Cl)cc3)c[nH]c2=S)cc1
    -11.7% | 8.0% | -13.5% | -0.1% | -13.3% | -1.3% | 0.1% | -15.9% | -10.7%
- Cn1cc(/C=C/C(=O)c2ccccc2)c2ccccc21
    12.1% | 0.7% | 23.6% | 0.4% | 2.1% | 1.8% | 0.2% | -18.5% | 9.1%

The list goes on:
smiles | GPR35 antagonists | KOR beta-arrestin-1 | KOR beta-arrestin-2 | GPR55 beta-arrestin | NOD1 inhibition | HIV peptide binding | West Nile virus CPE | NS5 inhibitors | GPR55 antagonists
CCN1CCN(C(c2cccs2)C(C)NS(=O)(=O)c2ccc(Br)cc2)CC1 (centres undefined) | 11.7% | -1.4% | 24.6% | -0.1% | 2.4% | -1.3% | nt | -3.2% | 2.0%
Cn1nc(C(=O)Nc2ccccc2)c2c1-c1ccccc1S(=O)(=O)C2 | 0.6% | -0.7% | -12.7% | 0.0% | -1.4% | 2.8% | -0.3% | -0.9% | 11.2%
COc1ccc(/C=N/n2c(=O)[nH]c3c([nH]c4ccc(Cl)cc43)c2=O)cc1CN1CCCCC1 | -3.7% | 5.8% | -9.4% | 0.5% | -12.7% | 2.6% | 0.5% | -3.9% | 11.1%
CCCC(=O)NC(C)c1nc2ccccc2n1C(C)C (centres undefined) | -11.0% | -2.1% | -17.7% | -0.1% | -2.5% | 1.9% | 0.1% | -0.7% | 6.5%
COc1ccc(Cc2nnc(NS(=O)(=O)c3ccccc3)s2)cc1 | 18.4% | nt | -0.1% | 0.2% | -24.1% | 3.8% | 0.3% | -5.5% | 1.4%
c1ccc2oc(-c3[nH]ncc3CN(Cc3ccncc3)CC3CCCO3)cc2c1 (centres undefined) | 1.2% | nt | -23.1%[20 µM] | 0.2% | -23.1% | 0.1% | -0.3% | -0.9% | -2.3%
COc1ccc(CCNC(=O)c2cc(C(=O)c3cc(Cl)ccc3O)cn(CCc3ccc(OC)cc3)c2=O)cc1 | -5.7% | -3.1% | -20.0% | 0.7% | 18.0% | 2.3% | -0.7% | -2.6% | 11.7%
O=C(Nc1nccs1)C1CCCN(S(=O)(=O)c2cccc3cccnc23)C1 (centres undefined) | -9.5% | 8.0% | 12.7% | -0.2% | 9.1% | -2.0% | -0.7% | -2.2% | -6.1%
CCC(C)[C@H](NC(=O)N1CC(=O)Nc2ccccc21)C(=O)N1CCC[C@@H]1C(=O)O (some centres undefined) | 5.5% | -1.3% | -47.2%[20 µM] | -0.1% | -1.8% | -0.6% | 0.1% | -5.8% | -2.7%
CCN(CC)CCCC(C)NC(=O)c1cccc(S(=O)(=O)N2CCc3ccccc32)c1 (centres undefined) | -4.8% | 2.5% | -14.0% | -0.2% | -22.9% | 0.1% | -0.3% | 0.7% | 2.3%
NC(=O)CC(NC(=O)Cc1cccc2ccccc12)c1ccc(NCc2cc(F)ccc2F)c([N+](=O)[O-])c1 (centres undefined) | 3.4% | -1.0% | 21.2% | -0.1% | -14.8% | -0.3% | 0.3% | 7.2% | 4.8%
Cc1cc(C2=NNC(=NCCc3ccccc3)SC2)c(C)n1CC1CCCO1 (centres undefined) | -6.5% | -3.4% | 3.1% | 0.0% | -23.0% | 0.7% | 0.3% | -6.0% | 15.3%
Cc1ccccc1-n1c(SC(C)C(=O)N2CCN(C)CC2)nc2ccccc2c1=O (centres undefined) | 11.5% | 1.4% | -5.3% | 0.0% | -7.3% | 1.4% | nt | -0.8% | 9.1%
CCOc1ccc(NC(=O)C(=O)NCC2CCCN2CC)cc1 (centres undefined) | 15.0% | 10.2% | -19.1% | 0.0% | 7.8% | 0.5% | -0.7% | 0.7% | 9.0%
COc1cccc(NC2=NCC(=O)N2Cc2cccs2)c1 | -9.7% | 14.3% | -12.5% | -0.2% | -14.2% | -1.1% | nt | 5.8% | -8.9%
CCOC(=O)c1c(C)[nH]c(C(=O)CN2CC(C)OC(C)C2)c1C (centres undefined) | -4.8% | -3.3% | 21.7% | 0.3% | -5.9% | 1.2% | -0.1% | -4.8% | 62.9%
O=C(C1=C(O)C(=O)N(Cc2ccco2)C1c1cccc([N+](=O)[O-])c1)c1ccco1 (centres undefined) | 1.8% | 5.3% | -10.6% | -0.1% | -36.8% | 3.4% | 0.0% | -4.2% | 12.9%

These rows are one share of the data, so the mix of outcomes need not match the whole.
